ATG4B inhibitor – ATG4B protease inhibitors, primary screen, biochemical, fluorescence, uHTS | Cysteine protease ATG4B (Homo sapiens), Q9Y4P1 | ATG4B cleavage of LC3-PLA2, NBD-HPC fluorescence, 1 h | inhibition, % at 8.33 µM | 0.51% of 340,000 active; in the data active = inhibition above about 40%
SENP1 inh – human SENP1 catalytic domain inhibitors, primary screen, biochemical, FRET, uHTS. Sentrin-specific protease 1 (Homo sapiens), Q9P0U3. recombinant SENP1 catalytic domain, CyPet-SUMO1-YPet FRET cleavage. inhibition, % at 10 µM. 0.21% of 360,000 active. AID 624204, 2012;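 active = inhibition at least 30% at 10 µM, raw YFP signal under a set limit, fluorescence ratio 0.5 to 1.5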;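 also: 0% = enzyme with DMSO and 100% = no enzyme wells; some results filed as inactive read as strong as hits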
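Material – human SENP1 catalytic domain · Input – SENP1 enzyme, 20 pM final · Compound dosing – single concentration of 10 µM compound, 0.5% DMSO final · Timing – enzyme reaction for 50 min at room temperature, dark · Measured by – FRET fluorescence in CFP and YFP emission channels · Control set – no-enzyme wells low, DMSO-plus-enzyme wells high control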
SENP6 block – SENP6 protease inhibitors, primary screen, biochemical, luminescence, uHTS; Sentrin-specific protease 6 (Homo sapiens), Q9GZR1; Recombinant SENP6 catalytic domain, aminoluciferin luminescence; inhibition, % at 10 µM; 1.8% of 330,000 active;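 active = inhibition above about 50% at the single tested dose, limit read from the data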;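 also: plate controls were DMSO wells with enzyme for no effect and DMSO wells lacking enzyme for full effect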
Target sequence (Q9GZR1 628-1112 limits assumed): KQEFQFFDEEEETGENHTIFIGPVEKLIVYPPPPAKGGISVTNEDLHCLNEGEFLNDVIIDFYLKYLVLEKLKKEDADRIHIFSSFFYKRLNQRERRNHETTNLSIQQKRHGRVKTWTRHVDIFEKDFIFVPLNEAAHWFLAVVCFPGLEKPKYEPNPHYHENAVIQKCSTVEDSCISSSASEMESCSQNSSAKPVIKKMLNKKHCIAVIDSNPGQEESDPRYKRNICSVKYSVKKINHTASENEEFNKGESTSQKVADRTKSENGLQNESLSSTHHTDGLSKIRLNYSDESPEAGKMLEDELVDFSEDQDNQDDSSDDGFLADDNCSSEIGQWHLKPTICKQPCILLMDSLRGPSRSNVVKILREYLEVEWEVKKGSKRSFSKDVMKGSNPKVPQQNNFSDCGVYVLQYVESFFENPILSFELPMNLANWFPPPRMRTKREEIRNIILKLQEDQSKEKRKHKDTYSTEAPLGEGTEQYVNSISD
MPTP block – mitochondrial permeability transition pore inhibitors, primary screen, biochemical, isolated mouse mitochondria, absorbance; Ca2+ swelling absorbance, 30 min; inhibition, % at 10 µM; AID 602449, 2012; 1.4% of 360,000 active;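 active = inhibition of 50% or more, scaled per plate between neutral and stimulator controls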;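 also: 0% = DMSO wells given calcium and 100% = 1 mM EGTA wells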
PfG6PD inh – PfG6PD enzyme inhibitors, primary screen, biochemical, fluorescence intensity, uHTS | inhibition, % at 20 µM | 0.78% of 350,000 active | glucose-6-phosphate dehydrogenase-6-phosphogluconolactonase (Plasmodium falciparum 3D7) | PfGluPho enzyme, NADPH resazurin-diaphorase fluorescence;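 active = inhibition reaching at least a set limit at 20 µM in the primary screen, cut at about 59% in these data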;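 also: 0% = DMSO wells with substrate and 100% = DMSO wells lacking glucose-6-phosphate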
SENP8 block – human SENP8 protease inhibitors, primary screen, biochemical, fluorescence, Nedd8 protein substrate, uHTS. Sentrin-specific protease 8 (Homo sapiens), Q96LD8. recombinant SENP8. inhibition, % at 20 µM. 0.64% of 360,000 active; in the data active = inhibition mostly above about 40%, no sharp cut-off; inactive = mostly below about 27%
NR3A LBD binder – binders of NR3A ligand-binding domain, primary screen, biophysical, differential scanning fluorimetry, uHTS | AID 1259313, 2017 | Tm shift relative to glycine control, % at 25 µM | Glutamate receptor ionotropic, NMDA 3A (GRIN3A) ligand-binding domain | NR3A LBD differential scanning fluorimetry, Tm shift; 0% = protein alone, 100% = glycine-bound protein | 2.5% of 340,000 active;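 active = melting temperature shift of at least 10% of the positive control shift, at one fixed dose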
hIAP act – human IAP activators, primary screen, biochemical, luminescence, uHTS | Intestinal-type alkaline phosphatase (Homo sapiens), P09923 | purified human IAP, CDP-Star luminescence, 30 min; stronger effect = higher value; 1 = vehicle-only enzyme, 0 = enzyme-free background | activation factor at 10 µM | 0.16% of 330,000 active | AID 2524, 2010;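 active = activation factor of the enzyme at least 2-fold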; also: the source names both 10 and 20 µM as test concentration; values of inactives mirror those of a sister screen read the other way
Target sequence (P09923 whole entry, looked up): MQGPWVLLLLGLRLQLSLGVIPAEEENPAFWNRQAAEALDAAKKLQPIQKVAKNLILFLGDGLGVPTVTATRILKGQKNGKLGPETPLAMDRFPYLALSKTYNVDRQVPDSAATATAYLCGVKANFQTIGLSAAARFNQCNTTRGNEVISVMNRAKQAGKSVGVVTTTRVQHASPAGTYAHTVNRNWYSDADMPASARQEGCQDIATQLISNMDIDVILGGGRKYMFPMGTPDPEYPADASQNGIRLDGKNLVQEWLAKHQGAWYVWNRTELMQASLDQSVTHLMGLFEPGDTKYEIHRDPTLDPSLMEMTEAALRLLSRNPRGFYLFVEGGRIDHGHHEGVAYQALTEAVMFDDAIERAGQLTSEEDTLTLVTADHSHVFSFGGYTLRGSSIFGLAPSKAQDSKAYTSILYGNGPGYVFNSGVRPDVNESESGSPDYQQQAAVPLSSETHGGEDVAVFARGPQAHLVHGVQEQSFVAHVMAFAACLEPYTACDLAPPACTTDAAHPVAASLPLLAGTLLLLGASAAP
Numbers without * were called inactive. Hits appear at their usual frequency. About 6.7% of those tested had a hit in this group.

For COc1ccccc1N1CCN(C(=O)CSc2nnc(NC(=O)c3ccco3)s2)CC1 the results were ATG4B inhibitor -5, SENP1 inh 1, SENP6 block -25, MPTP block -1.4, PfG6PD inh -10, SENP8 block -14, NR3A LBD binder -1 and hIAP act 1.1.
O=C(COc1ccccc1)NCC(=O)N1CCCC(C(F)(F)F)C1 (configuration not stated) was read as ATG4B inhibitor -8, SENP1 inh -1, MPTP block -0.8, PfG6PD inh -8, SENP8 block 16 and NR3A LBD binder 0.
`CN(c1ccc(C(=O)NCCc2ccccc2)cc1)S(C)(=O)=O` gave ATG4B inhibitor 4, SENP1 inh 3, SENP6 block 26, MPTP block -1.7, PfG6PD inh 2, SENP8 block 10, NR3A LBD binder -2 and hIAP act 0.91.
`COc1ccc(/C(N)=N/OC(=O)c2ccc3ccccc3c2)cc1OC` gave SENP1 inh 0, MPTP block 0.9, PfG6PD inh 3 and SENP8 block 13.
`CC(=O)N1CCC2(CC1)CC(=O)c1cc(OCC(=O)NCc3ccco3)ccc1O2` gave ATG4B inhibitor -3, SENP1 inh -7, SENP6 block -2, MPTP block 1.8, PfG6PD inh 9, SENP8 block -292, NR3A LBD binder 1 and hIAP act 0.9.
`CC(C)n1c(O)c(N=NC(=O)CNC(=O)CCc2ccccc2)c2ccccc21` gave ATG4B inhibitor -6, SENP1 inh 0, SENP6 block -10, MPTP block 2.7, PfG6PD inh 6, SENP8 block 19, NR3A LBD binder -1 and hIAP act 1.1.
`O=C(NCc1cccnc1)c1cc2nc(-c3ccc4c(c3)OCO4)cc(C(F)(F)F)n2n1` gave ATG4B inhibitor -6, SENP1 inh -36, SENP6 block -10, MPTP block 2.3, PfG6PD inh -2, SENP8 block inactive, NR3A LBD binder 0 and hIAP act 1.3.
`Cc1cc(Nc2ccc3c(c2)OCCO3)c2cccc(C)c2n1` gave ATG4B inhibitor 2, SENP1 inh -1, SENP6 block -16, MPTP block 3.4, PfG6PD inh 10, SENP8 block -48, NR3A LBD binder -2 and hIAP act 1.
Screening CN(C)/C(=N\S(=O)(=O)c1ccccc1)c1ccc(Cl)cc1 returned ATG4B inhibitor -10, SENP1 inh 1, SENP6 block 11, MPTP block 0.0, PfG6PD inh 13, SENP8 block 17, NR3A LBD binder -2 and hIAP act 0.88.
Screening C=CCn1c(SCC(=O)Nc2nnc(C)s2)nnc1C1CC1 returned ATG4B inhibitor -2, SENP1 inh 0, SENP6 block -7, MPTP block -1.0, PfG6PD inh -13, SENP8 block 8, NR3A LBD binder 5 and hIAP act 1.2.
For O=C(Nc1cccc(C(F)(F)F)c1)c1cc2c(s1)-c1ccccc1OC2 the results were ATG4B inhibitor 11, SENP1 inh -4, SENP6 block 1, MPTP block 37, PfG6PD inh 10, SENP8 block -420, NR3A LBD binder 37* and hIAP act 1.
Screening Cc1ccc(C(=O)N/C(=C\c2cccs2)C(=O)N2CCN(C)CC2)cc1C returned ATG4B inhibitor -6, SENP1 inh -1, SENP6 block -20, MPTP block 1.7, PfG6PD inh 13, SENP8 block -3, NR3A LBD binder 2 and hIAP act 1.1.
Screening O=C1C(=O)N(CCO)C(c2cccc(F)c2)/C1=C(\O)c1ccc(Cl)cc1 (configuration not stated) returned ATG4B inhibitor 3, SENP1 inh 1, SENP6 block -18, MPTP block 0.3, PfG6PD inh -2, SENP8 block -59, NR3A LBD binder 3 and hIAP act 0.87.
For COCCNC(=O)c1c[nH]c2ccc(S(=O)(=O)N3CCC4(CC3)OCCO4)cc2c1=O the results were ATG4B inhibitor -2, SENP1 inh -1, MPTP block 3.0, PfG6PD inh -2, SENP8 block -196 and NR3A LBD binder -1.
O=C(NCCCNCc1ccccc1)c1ccncc1 was read as ATG4B inhibitor -3, SENP1 inh -1, SENP6 block -8, MPTP block -0.6, PfG6PD inh 7, SENP8 block 1, NR3A LBD binder 1 and hIAP act 0.87.
Screening O=C(NC1CCCCC1)C1CCC(=O)N(C2CC2)C1 (configuration not stated) returned ATG4B inhibitor -5, SENP1 inh -1, SENP6 block 17, MPTP block -0.7, PfG6PD inh 0, SENP8 block 3, NR3A LBD binder 2 and hIAP act 0.97.
For Cc1cc(=O)[nH]c2c(C)c(N)ccc12 the results were ATG4B inhibitor -4, SENP1 inh -8, SENP6 block 8, MPTP block 2.1, PfG6PD inh 8, SENP8 block -305, NR3A LBD binder 1 and hIAP act 1.1.
Screening O=C(O)c1cccc2c1-c1ccc([N+](=O)[O-])cc1C2=O returned ATG4B inhibitor 1, SENP1 inh 7, MPTP block -1.1, PfG6PD inh -32, SENP8 block 11 and NR3A LBD binder 0.
`CC(c1ccccc1)C(CC(=O)O)C(=O)Nc1ccc(Cl)c(Cl)c1` (configuration not stated) gave ATG4B inhibitor -2, SENP1 inh 2, SENP6 block 8, MPTP block 0.2, PfG6PD inh -14, SENP8 block 14, NR3A LBD binder 0 and hIAP act 1.2.
For CC(=O)N1CCN(c2ccc(NC(=O)c3ccco3)cc2Cl)CC1 the results were ATG4B inhibitor 2, SENP1 inh 3, SENP6 block 1, MPTP block -0.4, PfG6PD inh 4, SENP8 block 5, NR3A LBD binder -4 and hIAP act 1.1.
`CCOC(=O)c1nnn(-c2ccccc2)c1C` gave ATG4B inhibitor 0, SENP1 inh 2, SENP6 block 5, MPTP block -0.7, PfG6PD inh -16, SENP8 block 15, NR3A LBD binder -1 and hIAP act 1.2.
Screening Cc1cc(C(=O)NC2CC2)c2ccccc2n1 returned ATG4B inhibitor 2, SENP1 inh 1, SENP6 block 4, MPTP block 0.0, PfG6PD inh -13, SENP8 block 26, NR3A LBD binder 3 and hIAP act 0.99.
For Cc1ccc(-c2cc(-c3ccco3)c(C#N)c(=O)[nH]2)cc1 the results were ATG4B inhibitor 18, SENP1 inh -32, SENP6 block -8, MPTP block 0.9, PfG6PD inh 7, SENP8 block -467, NR3A LBD binder 1 and hIAP act 1.1.
`O=C(NC1CCCCC1)C1CCN(c2nnnn2-c2ccccc2)CC1` gave ATG4B inhibitor -2, SENP1 inh 1, SENP6 block -5, MPTP block 1.2, PfG6PD inh -5, SENP8 block 13, NR3A LBD binder 1 and hIAP act 0.96.
For COc1ccc(C(CNC(=O)c2ccc(-c3ccccc3Cl)o2)N2CCCC2)cc1 (configuration not stated) the results were SENP1 inh -3, MPTP block 3.8, PfG6PD inh 38 and SENP8 block -66.
CCCN(CCC)c1ccc(/C=C/c2ccc3cc(OCC)ccc3n2)cc1 was read as ATG4B inhibitor 4, SENP1 inh -22, MPTP block -0.5, PfG6PD inh -1, SENP8 block -289 and NR3A LBD binder 1.
Cc1ccn(CC(=O)N2CCCC(N3CCN(c4ccccc4F)CC3)C2)n1 (configuration not stated) was read as ATG4B inhibitor 25, SENP1 inh 0, SENP6 block -9, MPTP block 1.5, PfG6PD inh 7, SENP8 block 10, NR3A LBD binder -2 and hIAP act 1.2.
`O=[N+]([O-])c1cccc(/C=N\N=C2c3ccccc3-c3ccccc32)c1O` gave ATG4B inhibitor 21, SENP1 inh 2, SENP6 block -8, MPTP block 104*, PfG6PD inh 31, SENP8 block 29, NR3A LBD binder 14* and hIAP act 0.8.
CC(C)C(=O)N[C@@H]1c2ccccc2CC[C@@H]1OCc1ccccc1 was read as ATG4B inhibitor 3, SENP1 inh -1, MPTP block 0.3, PfG6PD inh -3, SENP8 block 11 and NR3A LBD binder -3.
Screening CCOC(=O)c1c(C)[nH]c(C(=O)OC/C(O)=C(\C#N)c2nc3ccccc3[nH]2)c1C returned ATG4B inhibitor -8, SENP1 inh -57, SENP6 block -10, MPTP block -1.1, PfG6PD inh -24, SENP8 block -101, NR3A LBD binder 10 and hIAP act 1.
For N/C(=N\c1nc(CSc2ccc(Cl)cc2)cc(=O)[nH]1)Nc1cccc2ccccc12 the results were ATG4B inhibitor 9, SENP1 inh 2, SENP6 block -13, MPTP block 2.9, PfG6PD inh -10, SENP8 block 7, NR3A LBD binder -2 and hIAP act 1.3.
`CC(C)CCc1noc(CN(C)CC2CCN(Cc3ccccc3)CC2)n1` gave ATG4B inhibitor 7, SENP1 inh -1, SENP6 block -27, MPTP block -1.2, PfG6PD inh 14, SENP8 block 11, NR3A LBD binder -1 and hIAP act 0.94.
CCN(c1ccccc1)S(=O)(=O)c1cccc(C(=O)N(C)CCOc2ccccc2)c1 was read as ATG4B inhibitor -4, SENP1 inh 0, SENP6 block -6, MPTP block -0.3, PfG6PD inh -1, SENP8 block 0, NR3A LBD binder 3 and hIAP act 1.2.
CCOC1=NN(c2ccc(Cl)cc2)C(=O)/C1=C\N(C)C was read as ATG4B inhibitor -4, SENP1 inh 0, SENP6 block 9, MPTP block 0.4, PfG6PD inh -16, SENP8 block 22, NR3A LBD binder -1 and hIAP act 1.1.
Screening N#CCC(=N)N1CCN(c2ccc(F)cc2)CC1 returned ATG4B inhibitor 1, SENP1 inh -7, SENP6 block 19, MPTP block 0.2, PfG6PD inh -16, SENP8 block -32, NR3A LBD binder 0 and hIAP act 1.1.
CCC(CC)CN1CCN=C1Nc1ccccc1 was read as ATG4B inhibitor -1, SENP1 inh 0, SENP6 block 1, MPTP block -0.5, PfG6PD inh -12, SENP8 block 3, NR3A LBD binder 0 and hIAP act 0.83.
For CCCNC(=O)N(C)C[C@@H]1Oc2cc(C#CC(C)(C)O)ccc2S(=O)(=O)N([C@H](C)CO)C[C@H]1C the results were SENP1 inh 0, MPTP block -0.1, PfG6PD inh -3 and SENP8 block 8.
Screening Cc1cc2c(cc1C)CSC(c1ccccc1OC(=O)C(C)(C)C)SC2 returned ATG4B inhibitor -2, SENP1 inh 2, SENP6 block -6, MPTP block -1.1, PfG6PD inh -10, SENP8 block 12, NR3A LBD binder 2 and hIAP act 1.
Screening C=C(C)c1cccc(C(C)(C)NC(=O)Nc2cccnc2)c1 returned ATG4B inhibitor 2, SENP1 inh 0, SENP6 block 14, MPTP block 2.1, PfG6PD inh 9, SENP8 block 8, NR3A LBD binder -3 and hIAP act 1.1.
COc1ccccc1C(=O)NNC1CC(=O)N(c2ccc3c(c2)OCCO3)C1=O (configuration not stated) was read as ATG4B inhibitor 1, SENP1 inh -2, SENP6 block -5, MPTP block 3.1, PfG6PD inh -2, SENP8 block 12, NR3A LBD binder -2 and hIAP act 1.1.
Screening COC(=O)CCCC1=CC2=C(c3ccccc3)C(=O)C(C)(OC(=O)C3CCCC3)C(=O)C2=CN1C1CCCC1 (configuration not stated) returned ATG4B inhibitor -18, SENP1 inh -17, SENP6 block 5, MPTP block 1.3, PfG6PD inh 14, SENP8 block 31, NR3A LBD binder 0 and hIAP act 0.97.
`O=c1ccc(=O)n(CCc2ccccn2)[nH]1` gave ATG4B inhibitor -1, SENP1 inh 3, MPTP block -1.0, PfG6PD inh -10, SENP8 block -80 and NR3A LBD binder -2.
